# Keap1 Nrf2 FP = Keap1-Nrf2 (human) interaction inhibition; Keap1 Kelch-Nrf2 peptide fluorescence polarization, 1536-well; inhibition, % at 9.4 µM; hit rate 0.15% among 340,000; AID 504523; in the data active = inhibition above about 12%; inconclusive = no clear call, values can overlap the other calls; inactive = below about 7.3%;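 also: human Keap1 Kelch domain with fluorescein labeled Nrf2 9mer peptide probe; 0% = neutral control wells and 100% = peptide positive control; higher means more block of Keap1 binding to Nrf2 peptide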
# SR-BI DiI-HDL act = activators of SR-BI mediated HDL lipid uptake; CHO ldlA[mSR-BI] cells, DiI-HDL uptake fluorescence, 3 h; 100 = double the neutral-control signal; activation, % at 12.5 µM; hit rate 0.096% among 320,000;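 active = mean replicate activation of at least 60% and every replicate at or above 60%; inconclusive = mean or all-replicate condition met, but not both; inactive = mean below 60% and not all replicates reaching 60%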;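 also: 0% = median plate neutral-control signal and 100% = twice that signal; values of inactives mirror those of a sister screen read the other way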
#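 Test system: SR-BI-overexpressing, LDLR-lacking CHO cells; Also added: labelled HDL, 10 µg/mL; Measured by: bottom-read cell fluorescence after medium removal, ex 550/em 595 nm; Timing: 3 h uptake period with compound, 37 °C; Buffer or medium: F12, 0.5% BSA, 25 mM HEPES; Doses: single compound concentration, delivered by pin transfer.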
# C-LANA FP = blocks KSHV LANA C-terminal domain binding to DNA; MBP-C-LANA/FAM-LBS DNA binding, fluorescence polarization; inhibition, % at 9 µM; hit rate 0.078% among 340,000;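 active = highest replicate inhibition at or above 60% at 9 µM, even if other replicates fall short; inactive = all replicates below 60% inhibition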;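 also: 0% = neutral control wells and 100% = 4 µM acridine orange control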
# PKA-R2B activ = PKA-R2B complex activation. P22694+P31323. PKA-R2B holoenzyme dissociation, Cy5-IP20 fluorescence polarization; R2B truncated from residue 108, S112A mutant; 0% DMSO only, 100% 113 µM cGMP. activation, % at 11.4 µM. hit rate 0.079% among 340,000. AID 504700;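 active = activation above a cutoff set at the mean over all compounds plus 3 SD, cut at about 18% in these data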;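 also: higher means more holoenzyme dissociation and a rise in polarization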
# Target sequence (P31323 whole entry, looked up, other chains not shown, the tested form may be a part): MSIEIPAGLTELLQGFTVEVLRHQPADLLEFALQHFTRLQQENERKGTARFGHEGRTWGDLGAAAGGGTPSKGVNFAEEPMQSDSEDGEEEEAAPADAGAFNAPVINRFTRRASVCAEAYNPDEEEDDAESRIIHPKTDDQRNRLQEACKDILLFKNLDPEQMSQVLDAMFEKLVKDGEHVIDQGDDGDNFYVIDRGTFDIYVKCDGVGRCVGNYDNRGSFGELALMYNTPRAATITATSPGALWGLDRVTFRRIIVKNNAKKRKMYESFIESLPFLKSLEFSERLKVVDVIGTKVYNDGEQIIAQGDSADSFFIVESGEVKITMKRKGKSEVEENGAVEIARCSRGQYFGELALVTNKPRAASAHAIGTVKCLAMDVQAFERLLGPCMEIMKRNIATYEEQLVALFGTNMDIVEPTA
# Arr AP2 block = blocks beta-arrestin peptide binding to AP2 adaptin; FITC-arrestin peptide / GST-AP2 beads, flow cytometry; AP2 beta2 appendage carries R879A mutation; inhibition, % at 10 µM; hit rate 0.31% among 340,000; AID 504490;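 active = inhibition above a set limit, near 3 SD of compounds lacking own fluorescence, cut at about 54% in these data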;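 also: plate controls were DMSO wells for no effect and 5 µM unlabelled arrestin peptide for full effect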
#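 Test system: GST-tagged AP2 beta2-adaptin appendage (R879A) on 4 µm glutathione beads; also added: fluorescein-tagged arrestin peptide at 50 nM final; timing: 12 min plus 1 h, RT; signal: flow cytometry, FL1 (488/535 nm); read-out: percent drop in bead-associated FITC signal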
# SR-BI HDL uptake = mouse SR-BI HDL lipid transfer inhibition | hit rate 0.96% among 320,000 | inhibition, % at 12.5 µM | Q61009 | ldlA[mSR-BI] CHO cells, DiI-HDL uptake fluorescence, 3 h;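 active = mean replicate inhibition of at least 70% and a set share of replicates each scoring 70 or more; inconclusive = meets just one of the two criteria; inactive = fails both criteria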;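 also: 0% = median of neutral control wells and 100% = median of positive control wells; values of inactives mirror those of a sister screen read the other way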
# NSD2 HMT inh = blocks human histone methyltransferase NSD2. O96028. NSD2 peptide methylation, AlphaScreen, 120 min. inhibition, % at 12.5 µM. hit rate 0.54% among 310,000. AID 743445; in the data active = inhibition above about 50%
# RTF Ca sens inh = cardiac RTF calcium desensitization. P19429+P45379. inhibition, % at 7.15 µM. IANBD-labeled cardiac RTF, Ca2+ fluorescence. hit rate 0.12% among 340,000;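 active = inhibition above the mean inhibition of all tested compounds plus 3 SD, cut at about 17% in these data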;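 also: assay run at fixed EC70 calcium of 1.6 mM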
# DAGLB inhibitor = blocks human DAGLB lipase activity | Q8NCG7 | HEK293T DAGLB membrane lysate, EnzChek fluorogenic substrate | inhibition, % at 5.17 µM | hit rate 0.059% among 340,000 | AID 504411; in the data active = inhibition above about 34%;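 also: 0% = enzyme with vehicle and 100% = wells lacking enzyme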
# Target sequence (Q8NCG7 whole entry, looked up): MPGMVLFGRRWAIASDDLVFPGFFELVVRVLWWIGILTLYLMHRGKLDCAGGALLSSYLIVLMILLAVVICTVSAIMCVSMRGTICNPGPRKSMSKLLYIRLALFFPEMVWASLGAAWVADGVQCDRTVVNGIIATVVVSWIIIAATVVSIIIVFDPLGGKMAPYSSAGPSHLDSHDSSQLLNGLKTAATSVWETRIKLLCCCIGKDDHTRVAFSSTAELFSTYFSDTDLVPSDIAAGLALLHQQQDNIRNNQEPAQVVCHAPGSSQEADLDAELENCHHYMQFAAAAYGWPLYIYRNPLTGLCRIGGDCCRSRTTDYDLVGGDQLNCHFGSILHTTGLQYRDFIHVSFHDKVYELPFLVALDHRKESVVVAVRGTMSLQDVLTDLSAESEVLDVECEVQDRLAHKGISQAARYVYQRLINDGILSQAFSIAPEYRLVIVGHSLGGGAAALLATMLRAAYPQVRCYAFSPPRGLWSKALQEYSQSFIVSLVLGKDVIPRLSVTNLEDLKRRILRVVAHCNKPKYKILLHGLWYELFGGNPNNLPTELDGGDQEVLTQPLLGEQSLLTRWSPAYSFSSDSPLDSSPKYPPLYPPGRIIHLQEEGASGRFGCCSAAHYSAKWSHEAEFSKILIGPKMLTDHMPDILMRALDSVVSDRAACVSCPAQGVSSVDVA
# PvdQ inh = blocks Pseudomonas aeruginosa PvdQ acylase activity; purified PvdQ acylase, fluorescence plate reader; inhibition, % at 10 µM; hit rate 0.063% among 340,000; in the data active = inhibition above about 30%, passing the limit was not always enough; inconclusive = no clear call, values can overlap the other calls;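 also: 0% = vehicle neutral wells and 100% = reference inhibitor wells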
# * hit, by the source's call; ? = inconclusive; · = not tested or not shown. Not a hit list. About 2.1% of those tested had a hit in this group.
1. Cc1csc(NC(=O)CSc2nnc3ncccn23)n1
2. Cc1ccc2c(c1)N(CC(=O)N1CCOCC1)C(=O)CO2
3. Cc1c(C(=O)NCC(c2ccco2)N(C)C)oc2c(Cl)cccc12 (centres undefined)
4. CCOc1ccccc1NC(=O)NCc1ccco1
5. C=CCOc1nc(N(C)C)nc(N(C)C)n1
6. O=C(CCN1C(=O)/C(=C/c2ccccc2Cl)SC1=S)NNC(=O)c1ccccc1O
7. CCOC(=O)C1=C(C)NC(=O)C1CC(=O)O (centres undefined)
8. COc1cccc(-c2nnn(CCC(=O)O)n2)c1

screen / no.	1	2	3	4	5	6	7	8
Keap1 Nrf2 FP	-7	-1	-3	0	1	-10	-2	0
SR-BI DiI-HDL act	24	3	-9	·	-13	12	-6	17
C-LANA FP	0.7	0.3	0.5	-0.3	-0.5	0.2	-2.6	0.2
PKA-R2B activ	-1	1	-12	3	-10	-2	-9	-1
Arr AP2 block	1	20	-1	-2	-5	4	-16	-10
SR-BI HDL uptake	-24	-3	9	·	13	-12	6	-17
NSD2 HMT inh	2	1	13	-2	0	0	-3	-1
RTF Ca sens inh	4	2	0	-5	1	3	-8	0
DAGLB inhibitor	-2	0	-2	-4	0	21	-1	1
PvdQ inh	-14	2	-8	-8	-6	-12	5	-3

9. O=C(CC(=O)NC1CCCCC1)N/N=C/c1ccccc1Cl
10. COc1ccccc1N(/N=C1\Sc2ccccc2C1=O)C(C)=O
11. O=C(NC1CCCC1)C1=COCCO1
12. O=C1CC2(CCCC2)C(=O)N1CN1CCN(S(=O)(=O)c2ccc(Cl)c(Cl)c2)CC1
13. CNC(=O)CSc1cnc2ccccc2n1
14. Cn1cnnc1SCCC(=O)Nc1ccc(Cl)cc1
15. CC1(C)CC(=O)C=C(c2cccc(O)c2)C1
16. CC(=C/C(=O)O)/C(=C/c1ccccc1)C(=O)O

screen / no.	9	10	11	12	13	14	15	16
Keap1 Nrf2 FP	-3	-8	5	-2	-1	-1	-5	-3
SR-BI DiI-HDL act	19	-8	9	23	7	13	28	4
C-LANA FP	1.9	-0.5	-4.2	-0.8	-0.7	-0.4	-0.1	-0.3
PKA-R2B activ	6	-4	-1	2	2	0	11	-2
Arr AP2 block	1	-9	-1	3	2	2	20	32
SR-BI HDL uptake	-19	8	-9	-23	-7	-13	-28	-4
NSD2 HMT inh	1	29	0	-3	-2	-2	·	-1
RTF Ca sens inh	7	-3	-4	-3	-11	-7	1	-3
DAGLB inhibitor	0	-1	-1	1	0	1	-1	-3
PvdQ inh	-7	-11	0	-3	-15	-16	-5	0

# Whole records as entered above:
# Results for Cc1csc(NC(=O)CSc2nnc3ncccn23)n1 = Keap1 Nrf2 FP: -7; SR-BI DiI-HDL act: 24; C-LANA FP: 0.7; PKA-R2B activ: -1; Arr AP2 block: 1; SR-BI HDL uptake: -24; NSD2 HMT inh: 2; RTF Ca sens inh: 4; DAGLB inhibitor: -2; PvdQ inh: -14
# Results for O=C(NC1CCCC1)C1=COCCO1 = Keap1 Nrf2 FP: 5; SR-BI DiI-HDL act: 9; C-LANA FP: -4.2; PKA-R2B activ: -1; Arr AP2 block: -1; SR-BI HDL uptake: -9; NSD2 HMT inh: 0; RTF Ca sens inh: -4; DAGLB inhibitor: -1; PvdQ inh: 0

# (continued)
17. COc1ccccc1NC(=O)Cn1nnc(-c2ccccc2NC(=O)c2ccco2)n1
18. C=CCSc1nnc(NC(=O)c2cccc(S(=O)(=O)N(C)c3ccccc3)c2)s1
19. Cc1ccc(NC(=O)C2CCCCC2)cc1C
20. CCN1C(=O)/C(=C/c2ccc(OC)c(OC)c2)N=C1SCC(=O)NCc1ccco1
21. O=c1cc(-c2cccc(F)c2)[nH]c2ccccc12
22. O=C1[C@@H]2Cc3c([nH]c4ccccc34)C(c3ccc(Cl)cc3)N2C(=O)CN1CCO (some centres undefined)
23. CCC(C(=O)c1ccc(O)cc1)c1ccccc1 (centres undefined)
24. O=C(O)C1C2C=CC(C2)C1C(=O)Nc1cccc(C(=O)N2CCCCC2)c1 (centres undefined)

screen / no.	17	18	19	20	21	22	23	24
Keap1 Nrf2 FP	-2	-2	1	-5	-2	0	1	1
SR-BI DiI-HDL act	-41	-5	-13	32	-9	-59	·	13
C-LANA FP	-1.5	2.1	-0.4	0.4	-0.8	-0.2	-0.5	-1.6
PKA-R2B activ	3	-12	-5	-11	1	-8	3	-2
Arr AP2 block	23	-4	0	-1	25	-4	30	23
SR-BI HDL uptake	41	5	13	-32	9	59	·	-13
NSD2 HMT inh	-2	0	·	-2	·	1	2	1
RTF Ca sens inh	-1	-13	8	7	4	3	-4	3
DAGLB inhibitor	-3	6	-4	1	-4	3	1	0
PvdQ inh	-8	-13	-17	-6	12	-14	2	-3

25. CS(=O)(=O)N1CCN(C(=O)Nc2ccccc2)CC1
26. CCCCCCSc1cccc(-c2nc3ccc(Cl)cn3c2NCc2ccccc2)c1
27. C=CCN(c1ccc(C(=O)Nc2ccc3c(c2)n(C)c(=O)n3C)cc1)S(C)(=O)=O
28. COc1ccccc1CNc1ncc(-c2ccccc2)n1C
29. O=C(CCN1C(=O)C2C3C=CC(C3)C2C1=O)Oc1ccc2ccccc2c1 (centres undefined)
30. CC(=O)c1ccc2c(c1)C1C=CCC1C(c1ccc(S(=O)(=O)N3CCOCC3)cc1)N2 (centres undefined)
31. CN(CCOc1ccc(Cl)cc1)C(=O)c1cccc(S(=O)(=O)N2CCN(c3ccccc3)CC2)c1
32. c1c(C2CCCCC2)n[nH]c1CN1CCCCC1

screen / no.	25	26	27	28	29	30	31	32
Keap1 Nrf2 FP	-3	-1	-4	0	-1	-2	0	-1
SR-BI DiI-HDL act	34	-26	·	-1	14	7	-17	7
C-LANA FP	-0.1	2.2	1.2	9.2	-0.6	1.3	-3.3	-2.4
PKA-R2B activ	-3	2	1	2	-14	-5	-6	5
Arr AP2 block	36	29	-3	5	0	·	-2	2
SR-BI HDL uptake	-34	26	·	1	-14	-7	17	-7
NSD2 HMT inh	-1	-4	6	4	1	1	1	-1
RTF Ca sens inh	0	-6	-10	4	8	8	-4	-5
DAGLB inhibitor	-2	-21	-2	-1	-3	7	-4	1
PvdQ inh	?	2	-10	2	2	-8	-1	-16

33. Cc1cc(C)c(CN2CCN(CCCn3cnc(C(=O)Nc4ccc(C)c(C)c4)n3)CC2)c(C)c1
34. O=C(N/N=C/c1ccccn1)c1ccco1
35. Cc1noc(C)c1S(=O)(=O)N1CCCC(C(=O)NCc2ccccc2Cl)C1 (centres undefined)
36. COc1ccc(N(CC(=O)NCCSc2ccccn2)S(=O)(=O)c2ccccc2)c(OC)c1
37. COC(=O)CSc1nnc(-c2ccoc2C)n1-c1ccc(OC)cc1
38. COc1c(C(=O)Nc2ccc3[nH]c(=O)[nH]c3c2)cc2ccccc2c1Br
39. CCOc1ccccc1C(=O)NC1CC2CCCC(C1)N2Cc1ccc(C)cc1 (centres undefined)
40. CN1CCN(C(=O)CN(c2cccc(Cl)c2)S(=O)(=O)c2ccccc2)CC1

screen / no.	33	34	35	36	37	38	39	40
Keap1 Nrf2 FP	5	-5	-3	-2	-10	-6	-1	-3
SR-BI DiI-HDL act	-18	6	6	·	33	-78	24	12
C-LANA FP	-2.3	-2.5	-0.1	0.1	-1.4	-2.3	0.9	-0.7
PKA-R2B activ	-2	2	3	-2	2	-3	-5	-7
Arr AP2 block	6	-2	-5	3	-4	19	35	0
SR-BI HDL uptake	18	-6	-6	·	-33	78*	-24	-12
NSD2 HMT inh	·	-3	4	-4	-1	-3	-2	-3
RTF Ca sens inh	2	-2	4	-5	-10	-2	-10	-19
DAGLB inhibitor	-2	1	-2	1	0	5	1	-1
PvdQ inh	-8	-6	-15	-23	-1	3	-7	-19

41. O=C(CCc1nc2ccccc2s1)NCc1ccccc1F
42. Cc1cc(C)n(S(=O)(=O)c2ccc3oc(=O)ccc3c2)n1
43. NC(=O)NC(=O)CSc1nc2cc([N+](=O)[O-])ccc2n1-c1cccc(C(F)(F)F)c1
44. Cc1ccc2cc(C=O)c(N(C)C)nc2c1
45. CCC(c1nnc(SCC(=O)Nc2ccc(C(=O)Nc3ccccc3OC)cc2)o1)N(C)C (centres undefined)
46. CC(C)(C)c1nnc2sc(SCC(=O)N3CCc4ccccc43)nn2c1=O
47. CN1CCN(C2=NC(=O)/C(=C/c3cn[nH]c3-c3ccccc3)S2)CC1
48. O=C(NCc1ccccc1)c1cc(=O)c2ccccc2o1

screen / no.	41	42	43	44	45	46	47	48
Keap1 Nrf2 FP	-2	0	-4	-5	-3	-2	0	-2
SR-BI DiI-HDL act	-17	23	-35	21	-68	5	20	37
C-LANA FP	1.2	2.5	-1.1	-0.1	-1.1	-0.3	1.5	1.1
PKA-R2B activ	-8	-13	-1	-14	-6	4	-3	-5
Arr AP2 block	16	0	-9	11	12	49	6	-4
SR-BI HDL uptake	17	-23	35	-21	68	-5	-20	-37
NSD2 HMT inh	-1	0	1	-2	2	-1	-1	-3
RTF Ca sens inh	-8	-11	0	-22	-2	-21	-3	9
DAGLB inhibitor	-4	0	1	-1	-3	0	-1	-6
PvdQ inh	7	16	-11	8	-4	29	-6	4

49. Clc1nc(CN2CCCCC2)nc2sc3c(c12)CCCC3
50. Cc1ccc(NC(=O)c2ccc(=O)[nH]c2)cc1S(=O)(=O)N1CCCCCC1
51. CC(=O)Nc1cccc2c1C(=O)N(c1ccc(C)cc1)C2=O
52. CCc1ccc(-n2c(O)c(C=NCCN(CC)CC)c(=O)[nH]c2=O)cc1
53. CC(=O)N(Cc1ccccc1)C1CC(=O)N(Cc2ccccc2)C1=O (centres undefined)
54. CN1CCN(C(=O)/C(=C/c2ccc(N(C)C)cc2)NC(=O)c2ccccc2)CC1
55. CC(=O)N(C)c1nc(N)n(-c2ccccc2)n1
56. CN(C)S(=O)(=O)c1ccc(S(=O)(=O)N2CCCC(C(=O)NC3CC3)C2)cc1 (centres undefined)
57. Cc1ccccc1-c1cc(C(=O)NCC2CC2)nn1CC1CC(c2cccc([N+](=O)[O-])c2)=NO1 (centres undefined)

screen / no.	49	50	51	52	53	54	55	56	57
Keap1 Nrf2 FP	-13	-5	2	-20	-4	-10	-4	5	0
SR-BI DiI-HDL act	4	-80	-16	-6	6	·	36	2	0
C-LANA FP	-2.0	-1.6	5.4	-4.7	-0.9	-0.9	-0.2	1.6	1.6
PKA-R2B activ	-5	-3	-3	-4	-3	20*	4	-8	6
Arr AP2 block	46	2	3	24	-4	9	4	0	-5
SR-BI HDL uptake	-4	80*	16	6	-6	·	-36	-2	0
NSD2 HMT inh	5	1	-2	4	-5	-1	-4	0	·
RTF Ca sens inh	-1	-7	5	-5	7	-13	-12	-9	-2
DAGLB inhibitor	1	-1	-1	3	0	2	1	0	-1
PvdQ inh	0	-10	2	-5	-12	-2	-26	-5	-11

# Screening results (PubChem)
